# Compound activity: PubChem BioAssay, several laboratories
# BCLXL inh: inhibitors of human Bcl-xL. Q07817. GST-Bcl-xL / FITC-Bim BH3 peptide fluorescence polarization. inhibition, % at 10.9 µM. 320,000 tested, 0.7% active. AID 2129;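 active means inhibition above the mean of all tested compounds plus 3 SD, cutoff set per campaign, cut at about 30% in these data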;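 further: 0% = DMSO wells and 100% = unlabeled Bim-BH3 peptide competitor; inhibitors lower millipolarization by displacing the labeled peptide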
# CIT2 TOR yeast: modulators of TOR pathway CIT2-GFP in S. cerevisiae; S. cerevisiae CIT2-GFP strain, flow cytometry, 3 h; 100 means same as DMSO wells; GFP response vs DMSO, % at 10 µM; 320,000 tested, 0.065% active; AID 2029;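 active means GFP response relative to DMSO above a set limit, near the screen mean plus 3 SD, cut at about 150% in these data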;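 further: ratio of well median GFP fluorescence to mean of DMSO wells on the plate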
# VLA-4 inh: inhibition in a human VLA-4 binding assay | P13612 | VLA-4 expressing cells, ligand binding flow cytometry | inhibition, % (about 7 µM as worked out from the volumes in the protocol) | 330,000 tested, 0.2% active | AID 2557; in the data active means inhibition above about 50%
# GRK2 aptamer HTS: inhibitors of human GRK2 displacing RNA aptamer. P25098. bead flow cytometry, FAM-aptamer displacement from GRK2. inhibition of aptamer binding, % at 10 µM. 330,000 tested, 0.59% active. AID 488847;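 active means inhibition of aptamer binding above 40%, roughly 3 SD of noise, on plates passing a quality check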;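 further: median bead fluorescence of bound FAM aptamer so fluorescent compounds give negative values; no value below 0 was filed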
# MEX-5 binding: C. elegans MEX-5 TCR-2 RNA binding activity; 300,000 tested, 0.38% active; activity score (negative = inhibition of binding), % at 10 µM; MEX-5/FITC-TCR2 RNA binding, fluorescence polarization; active compounds read low;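 active means inhibition past about -25% in most replicates, and total fluorescence under double the plate's negative control median, limit read from the data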;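 further: 0% = DMSO and -100% = 5 µM competing unlabeled TCR2 RNA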
# Target sequence (Q9XUB2 whole entry, looked up): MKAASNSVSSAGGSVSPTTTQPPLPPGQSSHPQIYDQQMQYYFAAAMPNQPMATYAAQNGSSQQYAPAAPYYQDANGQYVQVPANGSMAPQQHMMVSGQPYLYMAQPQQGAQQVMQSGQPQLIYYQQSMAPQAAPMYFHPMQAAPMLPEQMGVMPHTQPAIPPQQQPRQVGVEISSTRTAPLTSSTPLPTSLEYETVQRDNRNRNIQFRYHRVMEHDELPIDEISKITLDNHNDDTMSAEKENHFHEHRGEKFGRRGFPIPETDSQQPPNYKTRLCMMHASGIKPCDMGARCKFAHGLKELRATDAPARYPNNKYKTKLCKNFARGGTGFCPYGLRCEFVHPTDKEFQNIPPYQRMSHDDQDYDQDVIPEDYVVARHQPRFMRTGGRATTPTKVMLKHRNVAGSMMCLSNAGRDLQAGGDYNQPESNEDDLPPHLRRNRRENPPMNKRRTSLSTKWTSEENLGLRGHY
# MCL1 BIM primary: inhibitors of human MCL1 binding to BIM-BH3 peptide | Q07820 | GST-MCL1 / FITC-Bim-BH3 fluorescence polarization | inhibition, % at 10.9 µM | 320,000 tested, 0.68% active;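 active means inhibition above the mean inhibition of all tested compounds plus 3 SD, set per campaign, cut at about 40% in these data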;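 further: 0% = DMSO wells and 100% = unlabeled Bim-BH3 peptide control; higher means more loss of mP so more displacement of Bim peptide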
# Yeast superoxide: yeast age-related superoxide inhibition as caloric restriction mimetic | S. cerevisiae aged cells, superoxide DHE fluorescence; active compounds read low | superoxide response (% of plate mean), % at 10 µM | 330,000 tested, 0.18% active;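 active means superoxide response under a set limit, about three screen SD below normal, cut at about 65% in these data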;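 further: yeast aged for seven days with compound at 30 °C before DHE staining; 100% = average MFI of all compound-treated wells on the plate with controls excluded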
# AGP1 TOR yeast: alters AGP1-GFP fluorescence in TOR pathway yeast screen. S. cerevisiae AGP1-GFP multiplex flow cytometry, 3 h; GFP as percent of DMSO wells. GFP response vs DMSO, % at 10 µM. 320,000 tested, 0.02% active;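 active means GFP response relative to DMSO above a set limit, near screen average plus 3 SD, cut at about 150% in these data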;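 further: median GFP channel fluorescence of the gated AGP1 strain per well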
# GLD-1 TGE inh: GLD-1-TGE RNA interaction inhibition (C. elegans); inhibition, % at 5.96 µM; purified GLD-1 + fluorescein TGE RNA, fluorescence polarization; Q17339; AID 2280; 320,000 tested, 0.44% active;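 active means percent inhibition above a per-plate cutoff, the plate mean of test compounds plus 3 SD, cut at about 30% in these data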;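 further: 0% = DMSO wells with GLD-1 and probe and 100% = wells lacking GLD-1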
# Target sequence (Q17339 whole entry, looked up): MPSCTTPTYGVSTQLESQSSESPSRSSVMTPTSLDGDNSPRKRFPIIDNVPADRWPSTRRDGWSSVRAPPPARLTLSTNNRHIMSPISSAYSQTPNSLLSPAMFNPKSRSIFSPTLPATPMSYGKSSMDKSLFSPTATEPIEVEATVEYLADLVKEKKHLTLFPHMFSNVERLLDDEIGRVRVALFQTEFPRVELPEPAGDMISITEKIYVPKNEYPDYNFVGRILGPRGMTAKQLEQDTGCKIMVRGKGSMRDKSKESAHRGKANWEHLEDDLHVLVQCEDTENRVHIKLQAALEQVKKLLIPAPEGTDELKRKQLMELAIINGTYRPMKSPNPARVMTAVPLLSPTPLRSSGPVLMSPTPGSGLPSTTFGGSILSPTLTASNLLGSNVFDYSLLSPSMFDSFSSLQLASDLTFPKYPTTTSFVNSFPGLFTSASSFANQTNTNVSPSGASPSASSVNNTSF
# * hit, by the source's call; nt = not tested or not shown.
# Values run as follows: BCLXL inh	CIT2 TOR yeast	VLA-4 inh	GRK2 aptamer HTS	MEX-5 binding	MCL1 BIM primary	Yeast superoxide	AGP1 TOR yeast	GLD-1 TGE inh
- Cc1ccc(C(=O)c2cn[nH]c2-c2ccccc2O)cc1
→ 5	103	4	0	-6.8	3	102	110	0
- CSc1nc2ccc(NC(=O)c3ccco3)cc2s1
→ 8	97	-6	0	-2.2	6	98	95	5
- O=C(NCCCn1ccnc1)C(=O)NCC1OCCN1S(=O)(=O)c1ccccc1 (centres undefined)
→ 2	99	5	0	2.8	11	106	99	1
- Cc1c(NC(=O)C(C)OC(=O)CCc2c[nH]c3ccccc23)c(=O)n(-c2ccccc2)n1C (centres undefined)
→ -10	91	-6	0	0.3	-16	108	106	8
- Cc1ccc(OCC(=O)OCC(=O)c2c(N)n(C)c(=O)n(C)c2=O)cc1C
→ 7	93	5	0	0.2	4	103	91	-2
- CCCC(=O)Nc1ccc(NC(=O)c2cc3ccccc3o2)c(OC)c1
→ 1	107	30	1	-0.7	-2	117	100	1
- O=C(CCS(=O)(=O)c1cccc2nonc12)N1CC(=O)N(CCc2ccccc2)C(=O)C1
→ 2	104	7	4	1.4	3	91	108	4
- CCOC(=O)c1c(C)[nH]c(N=Nc2ccccc2Cl)c1C
→ -1	107	9	0	-1.1	2	112	95	-3
- CCCOC(=O)c1[nH]c2c(c1C)C(=O)CC(c1cc(OC)c(OC)c(OC)c1)C2 (centres undefined)
→ 3	97	24	0	-0.9	2	100	101	0
- CN(Cc1ccccc1)C(=O)c1ccc(NC(=O)C2=CSCCO2)cc1
→ 3	101	-2	0	-0.4	-1	93	98	-6
- O=C(O)CCCSCC(=O)Nc1ccccc1
→ 8	111	3	2	0.8	0	101	nt	10
- O=C(NCC1CCCO1)C1CC(=O)N(C2CCCC2)C1 (centres undefined)
→ 0	116	-9	0	0.5	-1	98	nt	2
- COc1cc(/C=C2/SC(=S)N(CC(=O)Nc3nc4ccccc4s3)C2=O)cc(OC)c1OC
→ -14	93	-2	6	0.3	-26	102	98	-20
- COc1cccc(C(=O)C2CCCN(C(=O)c3cccc(C#CC(C)(C)O)c3)C2)c1 (centres undefined)
→ -6	94	19	2	0.1	-2	95	97	-1
- Cc1ccc(CCNC(=O)C2CCCN2S(=O)(=O)c2ccc3c(c2)CCC(=O)N3)cc1 (centres undefined)
→ 0	91	9	2	-0.8	0	88	93	6
- COc1cc(C(=O)OC2CCCCC2=O)cc(OC)c1C (centres undefined)
→ -1	96	2	3	-0.9	-9	88	106	6
- C[C@H](CO)N1C[C@H](C)[C@@H](CN(C)Cc2ccc(Oc3ccccc3)cc2)Oc2c(NS(=O)(=O)c3cn(C)cn3)cccc2C1=O
→ nt	94	-1	2	nt	nt	91	98	2
- Cc1ccc(NC(=O)CCc2c(C)nn(-c3ccc(N4CCCCC4)nn3)c2C)cc1C
→ 7	102	13	0	-2.7	2	79	97	-3
- O=S(=O)(c1cccc2cccnc12)N1CCCc2ccccc21
→ 5	100	-1	0	1.3	6	94	94	8
- Cc1nn(-c2ccccc2)c(C)c1NC(=O)COC(=O)CCOc1ccccc1
→ 3	99	14	1	-0.1	1	96	95	-4
- Cc1ccn2c(Nc3ccccc3)c(-c3ccccn3)nc2c1
→ 6	106	15	0	-3.5	7	106	72	-1
- CCCCNS(=O)(=O)c1ccc(NS(=O)(=O)c2c(C)cc(C)cc2C)cc1
→ 5	98	-2	3	1.1	11	100	92	9
- FC(F)(F)c1cc(-c2ccco2)nc2ncnn12
→ -1	121	0	1	-2.7	0	100	99	-7
- CCC1(c2ccccc2)NC(=O)N(CC(=O)NC2CCCCCC2)C1=O (centres undefined)
→ nt	82	-9	0	nt	nt	95	82	6
- Cc1ccc(CN(CC(=O)N/N=C/c2ccco2)S(=O)(=O)c2ccc(C)cc2)cc1
→ 2	109	16	0	1.2	4	85	109	6
- COc1ccc(CN(C)C(=O)c2ccc(NS(=O)(=O)c3ccc(C)c([N+](=O)[O-])c3)cc2)c(OC)c1OC
→ 4	106	-10	1	-1.0	-1	71	105	5
- COCCn1c(SCc2cccnc2)nnc1-c1c[nH]c2ccccc12
→ -6	101	5	0	-1.2	-5	82	97	1
- Cc1ccc(Cn2c(NC(=O)c3ccco3)nc3ccccc32)cc1
→ 3	96	-4	1	-2.8	6	103	103	-2
- COc1ccc(S(=O)(=O)N(C)C)cc1NC(=O)COC(=O)C1CC1
→ nt	106	-5	2	nt	nt	82	109	3
- COc1ccc(C(=O)c2coc3ccc(O)c(CN(C)C)c23)cc1
→ -2	106	21	0	-0.4	-4	92	101	6
- COc1ccc(C(=O)Nc2c(C)csc2C(=O)O)cc1
→ -4	nt	8	0	1.7	-3	99	108	-3
- CSc1ccccc1NC(=O)C1=CC(c2cccs2)=NS(=O)(=O)N1C
→ 2	105	-20	0	1.6	2	86	109	6
- CC1CCCN(C(=O)CSc2cnc3ccccc3n2)C1 (centres undefined)
→ 3	101	2	2	-1.4	-1	93	99	1
- Cc1ccc(C)c(NC(=O)C2CC3CCC2C3)c1 (centres undefined)
→ 5	92	9	4	1.6	6	98	95	-2
- CCOc1cc(NC(=S)NCC2CCCO2)c(OCC)cc1NC(=O)c1ccccc1 (centres undefined)
→ 4	100	-2	0	1.5	1	103	100	1
- CCOC(=O)N1CCN(S(=O)(=O)CCNC(=O)c2ccc(F)cc2)CC1
→ -4	90	7	0	1.9	-2	129	99	4
- Cc1cccc(-n2nc3c(c2NC(=O)c2ccco2)CSC3)c1C
→ 5	120	-6	2	-0.5	27	72	125	-2
- O=C(C1=C[C@@H](C2CCCCC2)C[C@@H](OCc2ccc(CO)cc2)O1)N1CCOCC1
→ 0	94	-4	1	1.6	-7	103	97	-5
- Nc1c(C(=O)c2ccccc2)sc2nsc(SCCN3CCOCC3)c12
→ -7	87	2	1	-16	-19	104	84	-51
- CCn1cc(C(=O)Nc2ccc3c(c2)OCCO3)c2cc(OC)c(OC)cc2c1=O
→ 1	109	49	2	4.5	-3	97	106	4
- CC1Cc2ccccc2N1C(=S)Nc1cccc(S(=O)(=O)N(C)C)c1 (centres undefined)
→ 4	99	-4	0	2.2	2	115	101	2
- O=C1CSc2ccc(S(=O)(=O)NCc3ccccc3)cc2N1
→ -1	102	17	0	0.0	-4	97	101	8
- COc1cccc(C2Nc3ccccc3NC3=C2C(=O)CC(C)(C)C3)c1OC (centres undefined)
→ 6	111	-6	0	-0.8	-11	92	98	5
- CCOP(=O)(OCC)C(NC(=O)c1cccs1)c1ccccc1 (centres undefined)
→ 4	105	-4	1	-3.3	3	91	108	7
- Cc1ccc(N(CC(=O)NCC2CCCO2)S(=O)(=O)c2ccc(Cl)cc2)cc1C (centres undefined)
→ 7	105	-5	3	0.0	0	108	105	-8
- CCC(=O)N1CN(S(=O)(=O)c2ccc(C)cc2)CC1C (centres undefined)
→ 5	103	3	1	-0.3	-3	98	101	2
- CCCCCN(C(=O)CSc1n[nH]c(-c2ccc(C)cc2)n1)c1c(N)n(CCCC)c(=O)[nH]c1=O
→ -6	92	2	2	1.4	-8	105	102	12
- Cn1nc(C(=O)NCCc2ccc(S(N)(=O)=O)cc2)c2c1-c1ccccc1S(=O)(=O)C2
→ 0	104	8	5	-0.2	1	99	99	1
- CS(=O)(=O)c1ccc(Cl)c(NC(=O)c2cc(S(=O)(=O)N3CCOCC3)ccc2N2CCCC2)c1
→ -7	101	0	0	-0.4	-10	96	117	-6
- CCC1(c2ccc(C)cc2)NC(=O)N(C(C)C(=O)Nc2ccc(N3CCOCC3)cc2)C1=O (centres undefined)
→ -1	101	2	2	nt	5	94	101	-2

# Other results
# Values run as follows: BCLXL inh	CIT2 TOR yeast	VLA-4 inh	GRK2 aptamer HTS	MEX-5 binding	MCL1 BIM primary	Yeast superoxide	AGP1 TOR yeast	GLD-1 TGE inh
- Cc1cc(C)c(NC(=O)COC(=O)C2=COCCO2)c(Cl)c1
→ -12	88	13	2	-0.7	-19	103	102	0
- Cc1cc(NC(=S)N(CCCN2CCOCC2)Cc2ccco2)ccc1Cl
→ 3	106	-1	0	1.5	3	88	96	4
- COc1cc(C)c(NC(=O)c2cccc(S(=O)(=O)N3CCCC3)c2)cc1OC
→ nt	105	15	3	nt	nt	117	101	2
- O=C(N/N=C/c1ccc([N+](=O)[O-])cc1)c1cccc(N2CCCC2=O)c1
→ 5	95	-13	0	-0.9	4	118	91	2
- COc1ccc(Br)cc1CN1CCCC(C(=O)N2CCCCC2)C1 (centres undefined)
→ -1	106	9	1	-1.1	-3	98	105	-5
- COc1ccccc1-c1cc(C(F)(F)F)nc(N2CCOCC2)n1
→ 1	83	1	0	1.7	4	97	87	-3
- Cn1cc(Cl)c(C(=O)Nc2cccc(Cl)c2Cl)n1
→ 4	nt	9	0	1.0	4	90	97	-4
- O=C1OC(c2ccccc2)=N/C1=C/c1cccc(OC(=O)c2cccs2)c1
→ 5	89	2	3	-0.4	8	104	93	-1
- Cc1ccc(N(C(=O)Cc2cccs2)C2C=CS(=O)(=O)C2)cc1Cl (centres undefined)
→ -1	93	2	5	1.0	1	113	99	-1
- O=C(Cc1ccc(S(=O)(=O)N2CCOCC2)s1)NCCc1ccc(F)cc1
→ -13	105	-5	0	-0.8	-27	93	108	3
- O=C(CCCN=C1NS(=O)(=O)c2ccccc21)OCC(=O)N1CCc2ccccc21
→ -4	92	-2	0	-1.2	-13	106	102	-8
- COc1cccc(NC(=S)NCCCN2CCOCC2)c1
→ 12	104	11	0	-0.4	13	96	103	2
- CC(=O)c1ccc(NC(=O)CSC(=S)N2CCCC2)cc1
→ 3	102	13	4	1.8	13	108	102	3
- C[C@@H]1CN([C@@H](C)CO)C(=O)c2cc(NC(=O)CCC(F)(F)F)ccc2O[C@H]1CN(C)S(=O)(=O)c1ccc(Cl)cc1
→ nt	nt	-4	4	nt	nt	96	nt	12
- COc1ccc(S(=O)(=O)N(C)CC(=O)NCc2cccnc2)cc1C
→ 1	112	3	0	0.1	-8	99	110	3
- Cc1nn(CCCC(=O)NCCc2ccccc2)c(=O)c2nn(-c3ccccc3)c(C)c12
→ 4	97	6	0	-0.9	2	93	102	-2
- CC(CNc1nc2ccc(Cl)cc2n2cnnc12)c1ccccc1 (centres undefined)
→ 4	97	5	1	-0.3	3	80	97	-6
- CCOC(=O)c1c(C)[nH]c(C)c1C(=O)COc1ncnc2cc([N+](=O)[O-])ccc12
→ 2	96	-16	0	-9.8	8	95	100	-5
- O=C(NNC(=O)c1cccs1)c1ccc(Cl)c(S(=O)(=O)N2CCCC2)c1
→ nt	95	11	0	nt	nt	114	101	0
- Cc1c(C(=O)O)c(=O)n(-c2ccccc2)n1-c1ccccc1
→ 2	97	5	0	1.8	-1	109	104	-7
- COc1ccc(OC)c(/C=N/Nc2cc(C)nc(N3CCOCC3)n2)c1
→ 4	99	1	0	1.2	3	107	105	2
- COc1cccc(-c2nc(CS(=O)(=O)CC(=O)NCCCN3CCOCC3)c(C)o2)c1
→ -1	93	-6	5	1.0	6	79	99	-1
- Cn1c(N)c(C(=O)COC(=O)c2ccc3c(c2)C(=O)N(c2ccc(Cl)cc2)C3=O)c(=O)n(C)c1=O
→ 6	102	0	0	-1.2	-2	103	107	4
- CCOCCc1nnc(NC(=O)C2CC(=O)N(c3ccc(OCC)cc3)C2)s1 (centres undefined)
→ 3	92	2	93*	-1.5	-2	100	93	-2
